M5 antag: antagonists of human muscarinic M5 receptor (CHRM5); P08912; CHO-hM5 cells, Fluo-8 calcium fluorescence, ACh EC80; inhibition, % at 3 µM; hit rate 0.59% among 360,000; AID 624040;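 active = inhibition above a per-plate cutoff, the mean of that plate's test compounds plus 3 SD, cut at about 27% in these data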;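 note: 0% = acetylcholine EC80 with DMSO and 100% = DMSO without agonist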
Target sequence (P08912 whole entry, looked up): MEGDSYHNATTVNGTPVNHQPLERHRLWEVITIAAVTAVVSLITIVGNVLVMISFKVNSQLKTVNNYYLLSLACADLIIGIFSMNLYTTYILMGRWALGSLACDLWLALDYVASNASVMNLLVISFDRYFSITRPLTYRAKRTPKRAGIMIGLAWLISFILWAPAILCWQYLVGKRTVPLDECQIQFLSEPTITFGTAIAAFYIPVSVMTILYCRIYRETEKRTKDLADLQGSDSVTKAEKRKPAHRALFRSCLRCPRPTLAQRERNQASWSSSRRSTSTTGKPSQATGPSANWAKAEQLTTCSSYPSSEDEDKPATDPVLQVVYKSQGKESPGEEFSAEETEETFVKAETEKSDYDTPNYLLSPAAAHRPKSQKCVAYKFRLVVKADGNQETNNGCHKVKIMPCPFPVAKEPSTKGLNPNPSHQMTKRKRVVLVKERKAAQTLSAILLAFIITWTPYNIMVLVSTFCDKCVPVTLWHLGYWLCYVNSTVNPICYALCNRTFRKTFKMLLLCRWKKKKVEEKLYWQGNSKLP
CRFBP-R2 block: antagonists of CRF-binding protein/CRF-R2 receptor complex; HEK293 CRF-R2/CRF-BP, CRF-induced calcium fluorescence; inhibition, % at 11.8 µM; hit rate 0.59% among 350,000; AID 588475;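 active = inhibition of the ligand-induced calcium signal above about 50% at the single tested concentration, limit read from the data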
CHRM5 PAM: potentiates acetylcholine response at human M5 receptor. P08912. activation, % at 3 µM. CHO-K1 hM5, Fluo-8 calcium, ACh EC20 PAM; 0% = ACh EC20, 100% = ACh EC100. hit rate 0.3% among 360,000. AID 624038;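 active = activation above the run cutoff, the mean activation of all test compounds plus 3 SD, cut at about 18% in these data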
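Assay system: CHO-K1 hM5 cells / Incubation: Fluo-8 loading 80 min at 37 °C plus 30 min room temperature / Technique: Fluo-8 calcium dye fluorescence, kinetic read / Repeats: single replicate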
CHRM5 agonist: agonists of human muscarinic M5 receptor (CHRM5); P08912; CHO-K1 hM5 cells, Fluo-8 calcium fluorescence; 0% DMSO wells, 100% maximal acetylcholine response; activation, % at 3 µM; hit rate 0.19% among 360,000; AID 624037;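 active = activation above the run's mean over test compounds plus 3 SD, cut at about 23% in these data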;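 note: signal is peak over basal fluorescence ratio across the kinetic read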
CHRM4 antagonist: antagonists of human muscarinic M4 receptor (CHRM4) | P08173 | CHO-hM4 cells, ACh EC80, Fluo-8 calcium fluorescence | inhibition, % at 3 µM | hit rate 0.73% among 360,000 | AID 624125;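 active = inhibition above its plate's cutoff, the mean inhibition of sample wells plus 3 SD, cut at about 27% in these data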;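 note: 0% = acetylcholine EC80 with DMSO and 100% = DMSO without agonist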
Target sequence (P08173 whole entry, looked up): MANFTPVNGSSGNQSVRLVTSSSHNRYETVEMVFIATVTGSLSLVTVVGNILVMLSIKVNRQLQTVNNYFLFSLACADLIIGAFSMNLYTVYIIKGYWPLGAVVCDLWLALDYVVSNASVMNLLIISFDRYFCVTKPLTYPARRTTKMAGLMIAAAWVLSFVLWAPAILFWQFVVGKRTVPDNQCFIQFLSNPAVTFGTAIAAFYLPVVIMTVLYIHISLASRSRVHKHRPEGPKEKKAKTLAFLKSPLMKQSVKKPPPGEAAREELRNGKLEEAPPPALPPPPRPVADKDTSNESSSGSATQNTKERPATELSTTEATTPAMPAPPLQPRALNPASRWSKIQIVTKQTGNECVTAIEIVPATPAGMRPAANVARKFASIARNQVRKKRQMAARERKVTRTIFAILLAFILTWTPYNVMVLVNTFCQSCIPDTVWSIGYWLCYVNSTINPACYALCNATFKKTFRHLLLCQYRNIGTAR
CHRM4 agonist: agonists of human muscarinic M4 receptor (CHRM4); AID 624127; activation, % at 3 µM; hit rate 0.14% among 360,000; P08173; CHO-K1 hM4/Gqi5, Fluo-8 calcium fluorescence; vehicle 0%, full acetylcholine response 100%;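 active = activation above the run mean over all test wells plus 3 SD, cut at about 32% in these data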;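 note: peak over basal fluorescence ratio per well then scaled between controls; 0% = DMSO wells and 100% = acetylcholine at EC100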
CRFR2-BP ag: CRF-BP/CRF-R2 complex agonism. HEK293 CRF-R2/CRF-BP, calcium dye fluorescence (FLIPR); percent of saturating CRF peptide response. activation, % at 13.2 µM. hit rate 0.46% among 350,000;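 active = activation of at least 50%, plus an integration ratio under a set limit after plate pattern correction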;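 note: plate controls were neutral control wells without compound for no effect and CRF at EC100 for full effect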
IDE cell inh: inhibitors of human insulin-degrading enzyme in cells | HEK cells, FAbetaB cleavage, fluorescence polarization | inhibition, % at 5.59 µM | hit rate 0.41% among 320,000;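 active = percent inhibition above the average of all tested compounds plus 3 SD, set per screening campaign, cut at about 16% in these data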;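 note: IDE supplied by intact live HEK cells; FP after avidin binding of uncleaved biotin substrate so inhibition keeps polarization high; 0% = DMSO wells and 100% = 60 µM reference IDE inhibitor Ii1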
CHRM4 PAM: CHRM4 positive allosteric modulation | CHO-K1 hM4/Gqi5, Fluo-8 calcium fluorescence, ACh EC20; 0% = ACh EC20, 100% = maximal ACh | hit rate 0.4% among 360,000 | AID 624126 | P08173 | activation, % at 3 µM;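 active = activation above its plate's cutoff, the mean activation of sample wells plus 3 SD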; note: some results filed as inactive read as strong as hits
* marks the source's active call; other numbers are inactive results; / = not tested or not shown.

SMILES	M5 antag	CRFBP-R2 block	CHRM5 PAM	CHRM5 agonist	CHRM4 antagonist	CHRM4 agonist	CRFR2-BP ag	IDE cell inh	CHRM4 PAM
O=C(CSc1nnc(-c2ccc(Br)cc2)o1)Nc1cccc(C(=O)O)c1	-1	10	5	-2	0	1	-0.8	3	10
COc1ccc(OCc2cc(C(=O)N3CCN(CC4CC4)CC3)no2)c(Cl)c1	-2	-8	5	0	4	3	1.8	-1	-7
Cc1cc(=O)[nH]c(SCC(=O)Nc2cc(S(=O)(=O)N(C)C)ccc2Cl)n1	-5	-2	5	-2	-12	0	-1.6	-1	6
O=C(O)c1ccc(N/N=C/c2cccc3nccnc23)cc1	-7	1	12	3	15	0	-1.4	8	28
CCc1ccc(N2CC(C(=O)N/N=C/c3cc([N+](=O)[O-])ccc3O)CC2=O)cc1 (stereo unspecified)	2	15	1	0	2	0	-0.5	1	-3
Cc1cc(C)cc(NC(=S)/C(=C(\[O-])c2ccc(Cl)cc2Cl)[n+]2ccc(C(C)(C)C)cc2)c1	-6	0	5	0	-4	1	0.8	-3	-6
CCCCc1cc(=O)oc2cc(OCC(=O)NCC3CCC(C(=O)O)CC3)ccc12 (stereo unspecified)	-4	5	2	2	0	0	7.9	5	2
CCOC(=O)c1c(NC(=O)c2nn(CC)cc2Br)c(C#N)cn1-c1ccccc1	-7	31	-2	1	-2	2	-2.2	1	10
O=C(O)C1=NN(c2cc(Cl)c(S(=O)(=O)O)cc2Cl)C(=O)C1	4	9	12	4	-12	0	-3.1	/	2
NC(=O)c1nnn(Cc2cc(Cl)c(C(=O)c3ccc(Cl)cc3)c(Cl)c2)c1N	24	/	-18	11	9	13	/	/	2
Cc1ccccc1N(C)C(=O)c1coc(=O)c2ccccc12	-2	-4	-3	-1	-5	1	-0.6	10	2
CC(Nc1nc(-c2cccnc2)nc2ccccc12)c1ccccc1 (stereo unspecified)	11	-6	-8	-6	6	3	-1.0	/	-7
Cc1cnc(C(=O)OCC(=O)c2ccccc2)cn1	9	36	-1	-4	5	0	1.0	-5	9
NC(Cc1ccc(C(F)(F)F)cc1)c1csc(Nc2nccc(C(F)(F)F)n2)n1 (stereo unspecified)	3	/	3	5	2	12	/	/	3
COC(=O)CSc1ncnc2c1sc1nc(N3CCOCC3)c3c(c12)CCCC3	-2	-18	-2	-3	5	1	2.3	-4	4
CSc1ccc(/C=N/NC(=O)c2cccc(O)c2)cc1	-4	6	0	0	-6	6	-2.8	6	-5
Cc1cc(NC(=O)CSc2nc(=O)n(CCN(C)C)c3c2CCCC3)no1	7	24	5	0	6	0	0.3	-2	1
COc1ccc(S(=O)(=O)NC(C)C(=O)NCc2cccnc2)cc1Cl (stereo unspecified)	8	1	-4	-2	-5	1	0.7	-6	8
COc1ccc(C(=O)N2CCN(c3ccccc3OC)CC2)cc1	7	-4	4	1	-26	4	-1.5	0	1
c1ccc(CSc2ncnc3c2cnn3Cc2ccccc2)cc1	0	47	8	-1	2	-2	7.0	7	22
COc1ccc(S(=O)(=O)N(C)c2ccc(C(=O)N3CCC(C(N)=O)CC3)cc2)cc1	3	23	-1	3	6	-1	1.8	-3	3
CC1C2CC(CC1(C)C)N(C(=O)Nc1ccc3nccnc3c1)C2 (stereo unspecified)	-3	11	0	1	4	3	-2.0	-1	8
Cn1cc(CN2CCC(C(O)CCc3ccccc3)CC2)c(-c2ccccc2F)n1 (stereo unspecified)	-1	-6	-4	-5	0	2	1.4	0	-2
CCOC(=O)C1(CC2CCCCO2)CCN(Cc2c(C)cc(C)cc2-n2cccn2)CC1 (stereo unspecified)	2	7	5	-4	-2	1	-2.2	-6	-3
C[C@@H]1CCC[C@]2(O[C@@H](CCO)C[C@H](O)[C@H]2O)O1	15	4	2	0	11	4	0.1	-1	11

Arranged by number of heavy atoms (falling): 11 of the compounds above
SMILES	M5 antag	CRFBP-R2 block	CHRM5 PAM	CHRM5 agonist	CHRM4 antagonist	CHRM4 agonist	CRFR2-BP ag	IDE cell inh	CHRM4 PAM
CCOC(=O)C1(CC2CCCCO2)CCN(Cc2c(C)cc(C)cc2-n2cccn2)CC1 (stereo unspecified)	2	7	5	-4	-2	1	-2.2	-6	-3
Cn1cc(CN2CCC(C(O)CCc3ccccc3)CC2)c(-c2ccccc2F)n1 (stereo unspecified)	-1	-6	-4	-5	0	2	1.4	0	-2
CCOC(=O)c1c(NC(=O)c2nn(CC)cc2Br)c(C#N)cn1-c1ccccc1	-7	31	-2	1	-2	2	-2.2	1	10
Cc1cc(NC(=O)CSc2nc(=O)n(CCN(C)C)c3c2CCCC3)no1	7	24	5	0	6	0	0.3	-2	1
O=C(CSc1nnc(-c2ccc(Br)cc2)o1)Nc1cccc(C(=O)O)c1	-1	10	5	-2	0	1	-0.8	3	10
COc1ccc(S(=O)(=O)NC(C)C(=O)NCc2cccnc2)cc1Cl (stereo unspecified)	8	1	-4	-2	-5	1	0.7	-6	8
COc1ccc(C(=O)N2CCN(c3ccccc3OC)CC2)cc1	7	-4	4	1	-26	4	-1.5	0	1
O=C(O)c1ccc(N/N=C/c2cccc3nccnc23)cc1	-7	1	12	3	15	0	-1.4	8	28
O=C(O)C1=NN(c2cc(Cl)c(S(=O)(=O)O)cc2Cl)C(=O)C1	4	9	12	4	-12	0	-3.1	/	2
Cc1cnc(C(=O)OCC(=O)c2ccccc2)cn1	9	36	-1	-4	5	0	1.0	-5	9
C[C@@H]1CCC[C@]2(O[C@@H](CCO)C[C@H](O)[C@H]2O)O1	15	4	2	0	11	4	0.1	-1	11

Following part:
SMILES	M5 antag	CRFBP-R2 block	CHRM5 PAM	CHRM5 agonist	CHRM4 antagonist	CHRM4 agonist	CRFR2-BP ag	IDE cell inh	CHRM4 PAM
O=C(NCCNC(=O)c1cnccn1)c1ccc(Cl)c(Cl)c1	-3	7	3	0	3	1	0.1	0	1
CCCCOc1ccccc1NC(=O)c1scc2c1OCCO2	3	-2	-7	-10	-1	1	5.9	/	-12
c1coc(CN(Cc2ccco2)c2ncnc3c2oc2ccccc23)c1	32*	-6	-23	4	37*	7	-0.9	-2	-23
Cc1ccc(S(=O)(=O)NC(CC(=O)O)c2cccs2)cc1 (stereo unspecified)	-7	3	8	-5	3	2	-1.0	-2	3
CCc1ccc(NC(=O)CSc2nnc(Cn3c(=O)sc4ccccc43)n2C)cc1	-1	5	0	1	-10	0	-0.8	0	7
Cc1ccc(Nc2nc(CSc3nnc(-c4ccccc4C)n3C)cs2)cc1	-4	-2	-1	-7	-8	0	-0.2	6	0
O=C(CN1N=C(c2ccc(Cl)cc2)CCC1=O)NCc1cccnc1	0	3	3	-1	-11	1	-2.3	0	9
CC(=O)NCc1ccc(S(=O)(=O)N2CCCN(C)CC2)cc1	9	6	-2	-4	-6	2	0.0	-3	7
Cc1ccc(S(=O)(=O)/N=C2/NC(=O)/C(=C/c3cccnc3)S2)cc1	2	26	-2	2	4	0	0.6	1	-1
CCOC(=O)c1cnc(-n2nc(C)cc2C)nc1Oc1ccccc1F	2	32	-7	-11	-7	1	0.2	2	-4
CC(NC(=O)Nc1ccccc1)C(c1cccs1)N1CCOCC1 (stereo unspecified)	-2	26	-2	2	-10	1	0.5	4	2
Cc1ccc(C)c2nc3sc(C(=O)O)cc3cc12	12	-17	1	-3	-4	1	2.9	-1	6
CCCCOc1ccc(C(=O)NCc2ccncc2)cc1	2	3	-5	3	-2	4	0.2	8	2
O=C(Oc1ccc(OC(=O)c2ccco2)c(S(=O)(=O)c2ccc(Cl)cc2)c1)c1ccco1	-4	-11	6	1	-3	1	0.3	-1	0
O=C(C1CCN(S(=O)(=O)c2ccc(Br)cc2)CC1)N1CCOCC1	-15	18	12	2	-5	1	-2.4	5	-2
CC1=C(C(=O)N2CCCC(N3CCN(c4ccccc4C)CC3)C2)OCCO1 (stereo unspecified)	1	13	-1	-3	-11	2	-1.9	-2	-2
O=C(COc1ccc(Br)cc1)Nc1ccc(Cc2ccncc2)cc1	5	16	-13	-5	-7	2	-0.4	-3	2
CCc1cccc(C)c1NC(=O)Cn1c(NCCO)nc2ccccc21	-2	29	3	-2	7	0	0.1	3	-9
COc1ccc(C(=O)OCC(=O)Nc2ccc(N3CCOCC3)cc2)cc1	7	1	5	2	-12	1	5.8	12	13
COc1cccc(/C=C/C(=O)NNC(=O)c2ccncc2)c1	5	11	-1	0	-11	1	0.2	1	5
O=c1[nH]ncn1-c1cccc(C(F)(F)F)c1	-4	-11	0	0	7	1	-0.4	-2	-4
CCN(CC)S(=O)(=O)c1cccc(C(=O)Nc2cc3oc4ccccc4c3cc2OC)c1	-6	-6	3	-2	-6	1	-0.2	4	19
Cc1c(NC(=O)C2CCCCC2)cc(C(=O)N2CCOCC2)cc1[N+](=O)[O-]	8	-16	0	-4	-2	1	-1.3	5	-3
Cc1scc(C(=O)N/N=C/c2ccc(OC(C)C)cc2)c1C	5	19	-8	-4	-2	2	-3.2	1	2
COCCn1c(C)cc(/C=N/NC(=O)c2cc3ccccc3cc2O)c1C	1	3	-4	0	-5	4	0.2	7	5
New compounds follow:
SMILES	M5 antag	CRFBP-R2 block	CHRM5 PAM	CHRM5 agonist	CHRM4 antagonist	CHRM4 agonist	CRFR2-BP ag	IDE cell inh	CHRM4 PAM
CCC1CCCCN1C(=O)c1ccc2nc(Cc3ccc(OC)cc3)oc2c1 (stereo unspecified)	-9	-2	1	4	-2	4	2.7	4	1
CN(C)C(=O)CSc1ncnc2scc(-c3ccccc3)c12	5	-7	-1	0	8	1	-1.1	2	-3
O=C(CN1CCN(S(=O)(=O)c2ccc3ccccc3c2)CC1)NC(=O)NC1CCCCC1	5	-5	-10	-8	-7	3	4.7	2	-7
CC(C)NC(=O)C1CCCN(S(=O)(=O)c2cccc3nonc23)C1 (stereo unspecified)	6	1	1	-2	7	1	0.4	1	3
CCOP(=O)(OCC)C(Nc1ccc(C)cc1)c1ccco1 (stereo unspecified)	5	4	5	-1	4	-1	-1.7	-2	3
CC(=O)Nc1cccc(C(=O)Nc2ccccc2C(=O)O)c1	4	-5	10	2	13	0	-3.5	2	15
CCc1nnc(NC(=O)CCC(=O)N2CCC(Cc3ccccc3)CC2)s1	4	-4	-1	-1	-16	4	-0.5	5	10
Cc1cccc(C2c3c(n(C)c(=O)n(C)c3=O)N=C3c4ccccc4C(=O)C32)c1 (stereo unspecified)	6	-3	4	1	6	/	0.1	/	11
CCCN1C2CCCC1CC(NC(=S)Nc1cc(C)cc(C)c1)C2 (stereo unspecified)	5	-43	-2	-8	7	1	19	1	-7
Cc1ccc(S(C)(=O)=NS(=O)(=O)c2cccc3nsnc23)cc1 (stereo unspecified)	1	-2	5	0	1	0	-2.7	-2	-1
Cc1ccc(N2CCN(c3ccc([N+](=O)[O-])cn3)CC2)c(C)c1	12	8	-3	-1	7	0	-1.9	4	3

High-throughput results from PubChem.
